tuberculosis growth = growth inhibition of non-replicating M. tuberculosis (AID 488890); Mycobacterium tuberculosis non-replicating, growth inhibition; higher % means a stronger effect; inhibition, % at 25 µM, or IC50 in µM where a hit was titrated; 320,000 tested, 0.39% active; in the data active means a potency from the dose series; inconclusive means inhibition mostly from about 82% at the one dose, without a potency; inactive means the rest, 99 in 100 with inhibition below about 76%;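 further: plate controls were DMSO cells for no effect and high antibiotic wells for full effect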
VEEV TC-83 Vero = inhibitors of VEEV TC-83 cytopathic effect, confirmation, Vero cells (AID 588727). Vero cells, VEEV TC-83 cytopathic effect inhibition; higher % means a stronger effect. inhibition, % at 20 µM, or IC50 in µM where a hit was titrated. 350,000 tested, 0.13% active; in the data active means a potency from the dose series; inconclusive means inhibition mostly from about 14% at the one dose, without a potency; inactive means the rest, 99 in 100 with inhibition below about 12%; further: strong numbers were not always called active
influenza NS1A = H1N1 influenza NS1A inhibitors, functional cell based assay (AID 504329); inhibition, % at 12.5 µM; hits with a dose series show IC50 in µM; NS1A functional cell-based assay, percent inhibition; higher % means a stronger effect; 340,000 tested, 0.3% active; in the data active means a potency from the dose series; inconclusive means inhibition above about 27% without an active follow-up result; further: strong numbers were not always called active
Salmonella PhoP GFP = Inhibition of PhoP regulon, Salmonella typhi GFP reporter cells, confirmation, 4 h (AID 1850) | Salmonella Typhi PhoP-promoter GFP reporter, fluorescence, 4 h; higher % means a stronger effect | one-dose inhibition, % at 50 µM; IC50 in µM for titrated hits | 310,000 tested, 0.33% active; in the data active means a potency from the dose series; inconclusive means inhibition mostly from about 25% at the one dose, without a potency; inactive means the rest, 99 in 100 with inhibition below about 19%;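 further: 0% = induced wells with vehicle and 100% = uninduced wells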
H37Rv inhibition = M. tuberculosis growth inhibition, HTS (AID 449762); M. tuberculosis H37Rv growth inhibition, 7H9 media; higher % means a stronger effect; inhibition, % at 25 µM, or IC50 in µM where a hit was titrated; 330,000 tested, 0.59% active; in the data active means a potency from the dose series; inconclusive means inhibition above about 70% without an active follow-up result;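 further: bacterial growth assessed after seven days of incubation; strong numbers were not always called active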
VEEV TC-83 Vero 10K pilot screen = recorded beside VEEV TC-83 Vero, whose call it bears; inhibition, %; measured here: 10K pilot screen inhibition
An asterisk follows results filed as active; i = inactive; ? = inconclusive; · = no result given.

Sample of the layout:
SMILES	tuberculosis growth	VEEV TC-83 Vero	influenza NS1A	Salmonella PhoP GFP	H37Rv inhibition	others
COc1ccc(CCNC(=O)[C@H](C)NC(=O)N2CCn3c2nc2ccccc23)cc1OC	14%	4.0%	7%	10%	6%
COC(=O)c1ccccc1NC(=O)C1CCCO1 (stereo not given)	-20%	0.8%	-6%	7%	5%
COc1cccc(C(=O)NCC(=O)N2CCC(C)CC2)c1	-12%	0.5%	-1%	-7%	2%
Cc1ccc(C(=O)N/N=C\c2ccccn2)cn1	57%	1.2%	-20%	6%	-6%
CS(=O)(=O)N1CCc2cc(C(=O)NC3CC3)ccc21	-8%	1.4%	-3%	5%	-7%
O=C(COC(=O)c1cccnc1Cl)c1ccc(OC(F)F)cc1	7%	1.2%	4%	4%	3%
CC(C)c1onc(C(=O)NCc2ccc(Cl)cc2)c1[N+](=O)[O-]	72%	1.2%	3%	-2%	8%
COc1ccc(-c2cc(C(=O)NCCCn3ccnc3)c3ccccc3n2)c(OC)c1	10%	0.6%	5%	0%	-10%
CSCCC(NC(=O)c1ccccc1)C(=O)NC1CC1 (stereo not given)	-4%	0.9%	-3%	-1%	-27%
COc1ccc(OC)c(NC(=S)N2CCc3ccccc3C2)c1	8%	0.1%	-6%	0%	6%
COc1cccc(C(=O)Nc2cc3c4c(c2)CC(=O)N4CCC3)c1	0%	6.7%	-2%	0%	36%
O=C(C1CCC(=O)N(C2CC2)C1)N1CCN(c2ccc(Cl)cc2)CC1 (stereo not given)	0%	1.0%	-12%	-14%	5%
O=C(CSCc1ccc(Cl)cc1Cl)Nc1ccccc1C(=O)Nc1ccc(C(=O)O)cc1	12%	8.4%	-5%	-6%	9%
CCCN1Cc2cccc(C(=O)NC(CC(=O)OCC)c3ccc(C)cc3)c2C1=O (stereo not given)	17%	0.6%	5%	2%	11%
Cn1c(N)c(C(=O)COC(=O)CC2CC3CCC2C3)c(=O)n(C)c1=O (stereo not given)	8%	0.7%	-4%	0%	-2%
CC[N+](C)(C)c1cccc(O)c1	0%	i	0%	-2%	-5%

The list itself, from the start:
SMILES	tuberculosis growth	VEEV TC-83 Vero	influenza NS1A	Salmonella PhoP GFP	H37Rv inhibition	others
COc1ccc(CCNC(=O)[C@H](C)NC(=O)N2CCn3c2nc2ccccc23)cc1OC	14%	4.0%	7%	10%	6%
COC(=O)c1ccccc1NC(=O)C1CCCO1 (stereo not given)	-20%	0.8%	-6%	7%	5%
COc1cccc(C(=O)NCC(=O)N2CCC(C)CC2)c1	-12%	0.5%	-1%	-7%	2%
Cc1ccc(C(=O)N/N=C\c2ccccn2)cn1	57%	1.2%	-20%	6%	-6%
CS(=O)(=O)N1CCc2cc(C(=O)NC3CC3)ccc21	-8%	1.4%	-3%	5%	-7%
O=C(COC(=O)c1cccnc1Cl)c1ccc(OC(F)F)cc1	7%	1.2%	4%	4%	3%
CC(C)c1onc(C(=O)NCc2ccc(Cl)cc2)c1[N+](=O)[O-]	72%	1.2%	3%	-2%	8%
COc1ccc(-c2cc(C(=O)NCCCn3ccnc3)c3ccccc3n2)c(OC)c1	10%	0.6%	5%	0%	-10%
CSCCC(NC(=O)c1ccccc1)C(=O)NC1CC1 (stereo not given)	-4%	0.9%	-3%	-1%	-27%
COc1ccc(OC)c(NC(=S)N2CCc3ccccc3C2)c1	8%	0.1%	-6%	0%	6%
COc1cccc(C(=O)Nc2cc3c4c(c2)CC(=O)N4CCC3)c1	0%	6.7%	-2%	0%	36%
O=C(C1CCC(=O)N(C2CC2)C1)N1CCN(c2ccc(Cl)cc2)CC1 (stereo not given)	0%	1.0%	-12%	-14%	5%
O=C(CSCc1ccc(Cl)cc1Cl)Nc1ccccc1C(=O)Nc1ccc(C(=O)O)cc1	12%	8.4%	-5%	-6%	9%
CCCN1Cc2cccc(C(=O)NC(CC(=O)OCC)c3ccc(C)cc3)c2C1=O (stereo not given)	17%	0.6%	5%	2%	11%
Cn1c(N)c(C(=O)COC(=O)CC2CC3CCC2C3)c(=O)n(C)c1=O (stereo not given)	8%	0.7%	-4%	0%	-2%
CC[N+](C)(C)c1cccc(O)c1	0%	i	0%	-2%	-5%
CCNc1cc(N2CCCC2)ccc1[N+](=O)[O-]	14%	0.2%	3%	-1%	0%
CC(C)[N+](C)(CCC(C(N)=O)(c1ccccc1)c1ccccc1)C(C)C	24%	0.9%	-2%	-8%	-3%
Cc1ccc2nc(N3CCOCC3)c(C=O)cc2c1	45%	i	0%	-6%	-2%
COC(=O)c1cc(O)c(O)c(O)c1	-6%	i	-4%	-3%	1%
COc1ccc(CNS(=O)(=O)c2cc(Br)cc3c2N(C(C)=O)C(C)C3)cc1 (stereo not given)	4%	1.2%	-10%	5%	-4%
N#C/C(=C/c1ccc(N2CCCCCC2)o1)c1cccc(F)c1	76%	i	9%	-5%	?
O=C(NN=Cc1ccc2c(c1)OCO2)C1CC1	·	2.1%	-11%	·	·
S=c1ccc2ccccc2[nH]1	36%	2.0%	-10%	-6%	?
Cc1cc(C)c(C#N)c(N2CCN(c3ccccc3F)CC2)n1	41%	i	-8%	-9%	1%
Continuation.
SMILES	tuberculosis growth	VEEV TC-83 Vero	influenza NS1A	Salmonella PhoP GFP	H37Rv inhibition	others
Cc1ccc(S(=O)(=O)NC2CCCCC2)c(C)c1NS(C)(=O)=O	-2%	i	4%	6%	-3%
Cc1cccc(/C=N/NC(=O)c2ccc(NC(=O)c3ccc(F)cc3)cc2)n1	17%	?	-4%	3%	49%
COc1ccc(CCNC(=O)c2c(C)nc3ccccn23)cc1	?	i	-3%	1%	50%
COc1ccc(-n2nc3c(c2NC(=O)C(C)Oc2ccccc2)CS(=O)C3)cc1 (stereo not given)	1%	i	-6%	-4%	8%
Clc1cccc(C2NCCc3[nH]cnc32)c1 (stereo not given)	2%	0.3%	-3%	14%	-8%
Cc1cccc(NC(=O)CSc2nnc(-c3ccncc3)n2CC2CCCO2)c1 (stereo not given)	-9%	0.9%	7%	4%	5%
Cc1ccc(S(=O)(=O)NC2=C(N3CCN(Cc4ccccc4)CC3)C(=O)c3ccccc3C2=O)cc1	23%	3.8%	22µM*	6%	5%
Cc1n[nH]c(=S)n1/N=C/c1c(O)ccc2ccccc12	11%	1.4%	-4%	-11%	3%
O=C(CNC(=O)c1ccc(Cl)c([N+](=O)[O-])c1)NCC1CCCO1 (stereo not given)	-7%	0.9%	2%	7%	3%
CCN(CC)C(=O)Cn1nc(C)c2ccccc2c1=O	-14%	i	-3%	2%	-3%
CCOC(=O)CCCCC(=O)c1[nH]c(=O)[nH]c1CSCCO	-1%	0.7%	13%	20%	-4%
COc1cccc(CC(=O)Nc2cc(C(F)(F)F)ccc2N2CCCC2)c1	28%	1.5%	8%	-5%	-8%
Cc1cc2oc(C(=O)Nc3nonc3C)c(C)c2cc1Cl	1%	1.7%	5%	11%	13%
O=C(CCC1CCCN(C(=O)c2cc3ccccc3o2)C1)NCc1ccc(F)c(F)c1 (stereo not given)	46%	i	2%	8%	5%
CCCN(CC(=O)Nc1ccccc1OC)C(=O)c1ccc(COc2ccccc2)o1	29%	6.4%	-9%	·	3%
C/C(=N\NC(=O)C1CC1c1ccccc1)c1cccs1 (stereo not given)	-13%	4.1%	29%	0%	-7%
CCCCNC(=O)c1ccccc1NC(=O)CCSc1ccccc1	4%	5.0%	1%	-7%	5%
COc1ccccc1CNC(=O)C1CCCN(S(=O)(=O)c2cccc3nonc23)C1 (stereo not given)	9%	6.5%	-2%	5%	-1%
O=C(c1ccc2c3c(cccc13)CC2)C1CCCN(Cc2ccccn2)C1 (stereo not given)	?	2.2%	-15%	3%	?
N#Cc1ccc(CN2CCN(C(=O)C3CC(=O)N(c4ccccc4F)C3)CC2)cc1 (stereo not given)	4%	3.1%	-3%	·	6%
COc1ccc(C)cc1NC(=O)C1CCCN1C(=O)OCc1ccccc1 (stereo not given)	6%	i	3%	-1%	-2%
COc1cc2c(cc1OC)CN(C(=O)CCNC(=O)c1ccccc1Cl)CC2	-2%	5.5%	-3%	·	1%
Cc1cc(=O)[nH]c(N/N=C/c2c(C)nn(-c3ccc(F)cc3)c2Cl)n1	6%	12%	3%	-8%	1%
Cc1ccc(-c2nc(C(F)(F)F)cc(=O)[nH]2)cc1	2%	0.9%	-22%	7%	-8%
Cc1nn(CC(=O)Nc2ccc3c(c2)OCO3)c(C)c1Cl	14%	1.9%	12%	-11%	-12%
Next part
SMILES	tuberculosis growth	VEEV TC-83 Vero	influenza NS1A	Salmonella PhoP GFP	H37Rv inhibition	others
CCOc1ccc(N2C(=O)CC(NNc3nc4ccccc4s3)C2=O)cc1 (stereo not given)	-5%	1.2%	-1%	6%	7%
CCOC(=O)C1=C(C)S/C(=C\N(C)C)C1=O	0%	0.0%	-25%	1%	3%
CCOC(=O)c1sc(=NC(=O)COc2ccccc2)n(C)c1C	1%	0.9%	-4%	4%	-5%
CN1C(=O)C(O)(CC(=O)c2ccc3c(c2)OCO3)c2ccccc21 (stereo not given)	-19%	0.3%	-7%	0%	3%
Cc1cc(C)cc(NC(=O)Nc2ccc3ccccc3n2)c1	-4%	1.6%	1%	-8%	-1%
CCOc1ccc(S(=O)(=O)N2CCN(Cc3ccccc3)CC2)cc1	12%	i	-1%	-1%	-1%
CCCCOc1ccccc1C1NC(=O)NC(C)=C1C(=O)OCc1ccco1 (stereo not given)	11%	i	-5%	-9%	-3%
COc1cc(OC)c(NC(C)C(=O)N2CCCC2)cc1Cl (stereo not given)	34%	2.6%	9%	1%	-6%
CCc1cc(C(c2ccccc2OC)N2CCOCC2)c(NC(=O)c2ccccc2)s1 (stereo not given)	?	0.3%	15%	12%	23%
CSc1ccccc1C(=O)NCc1ccc(F)cc1	28%	0.2%	-13%	-2%	15%
COCCCNC(=O)c1nc2c(nnn2Cc2cc(C)ccc2C)c(=O)[nH]1	34%	i	-11%	-7%	-1%
CCOC(=O)N1CCC2(CC1)NCCc1c2[nH]c2ccccc12	1%	1.6%	4%	0%	1%
CC1=CC(C)CC(C)OC(=O)CC(c2ccc(O)cc2)NC(=O)C(Cc2c(Br)[nH]c3ccccc23)N(C)C(=O)C(C)NC(=O)C(C)C1 (stereo not given)	·	3.2%	2%	·	·
CC(Nc1nc(N2CCCCC2)nc2ccccc12)c1ccccc1 (stereo not given)	?	i	-2%	39µM*	?
CCn1c(COc2cccc(C)c2C)nnc1SCC(=O)Nc1cc(C)on1	8%	2.5%	·	-1%	26%
O=C(Nc1ccc(Cl)c(Cl)c1)OCc1cncs1	21%	1.3%	-2%	-7%	-4%
CCN(CC)c1ccc(/C=N/Nc2nn[nH]n2)cc1	?	i	1%	5%	0%
C#Cc1ccc([C@@H]2C=C(C(=O)N3CCOCC3)O[C@H](OCCCCO)C2)cc1	9%	0.5%	-2%	-7%	2%
O=C(N/N=C/c1ccc([N+](=O)[O-])s1)C(O)c1ccccc1 (stereo not given)	?	i	1%	39µM*	?
CCN1CCN(C(=O)C(=O)c2cn(CC(=O)N3CCCC3)c3ccccc23)CC1	2%	0.6%	-10%	-2%	9%
CN(C)c1ccc(/C=N/NC(=O)C(=O)N2CCCCCC2)cc1	0%	1.2%	6%	-6%	-2%
Cc1cc(=O)oc2cc(OCC3CC(c4ccccc4Cl)=NO3)ccc12 (stereo not given)	8%	1.3%	4%	0%	2%
CCCCN(Cc1ccco1)S(=O)(=O)c1csc(C(N)=O)c1	38%	i	4%	-16%	9%
COc1cccc(C(=O)C2CCCN(C(=O)CCc3scnc3C)C2)c1 (stereo not given)	14%	0.1%	-3%	4%	3%
Cc1cc(=O)[nH]c(SCC(=O)NC2CCCCC2)n1	5%	0.9%	-3%	15%	1%
Clc1ccc2nc(C3CCN(Cc4nnnn4C4CCCCC4)CC3)[nH]c2c1	40%	4.4%	-23%	3%	-8%	VEEV TC-83 Vero 10K pilot screen=0.0
O=C(COc1ccccc1Cl)Nc1ccc2oc(=O)ccc2c1	-5%	1.5%	-5%	4%	-3%

Sorted by SMILES length (descending): three of the compounds above
SMILES	tuberculosis growth	VEEV TC-83 Vero	influenza NS1A	Salmonella PhoP GFP	H37Rv inhibition	others
COCCCNC(=O)c1nc2c(nnn2Cc2cc(C)ccc2C)c(=O)[nH]1	34%	i	-11%	-7%	-1%
O=C(N/N=C/c1ccc([N+](=O)[O-])s1)C(O)c1ccccc1 (stereo not given)	?	i	1%	39µM*	?
O=C(Nc1ccc(Cl)c(Cl)c1)OCc1cncs1	21%	1.3%	-2%	-7%	-4%

Screening results: PubChem BioAssay, Southern Research Specialized Biocontainment Screening Center
